Assay outcomes deposited in PubChem by several laboratories.
Wnt act: Wnt/beta-catenin pathway activation; Wnt/beta-catenin reporter cell assay, activator, plate reader; activation, % at 9.35 µM; 300,000 compounds, 1.2% hits; AID 743398; in the data active means activation above about 30%, passing the limit was not always enough;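 further: 0% = neutral control wells and 100% = positive control wells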
cardiac RTF act: increases calcium sensitivity of human cardiac regulated thin filaments; P19429+P45379; IANBD-labeled TnC RTF fluorescence at EC20 calcium; 0% EC20 calcium, 100% full calcium; activation, % at 7.2 µM; 340,000 compounds, 0.24% hits; AID 493008;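 active means activation above the mean over all tested compounds plus 3 SD, cut at about 30% in these data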;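 further: rise in fluorescence read as greater calcium sensitivity of cardiac thin filaments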
SR-BI DiI-HDL act: activators of SR-BI mediated HDL lipid uptake; CHO ldlA[mSR-BI] cells, DiI-HDL uptake fluorescence, 3 h; 100 = double the neutral-control signal; activation, % at 12.5 µM; 320,000 compounds, 0.096% hits; AID 504775;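 active means mean replicate activation of at least 60% and every replicate at or above 60%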;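 further: 0% = median plate neutral-control signal and 100% = twice that signal; values of inactives mirror those of a sister screen read the other way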
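Test system: SR-BI-overexpressing, LDLR-lacking CHO cells; Medium: Ham's F12 with 0.5% BSA, HEPES 25 mM, pH 7.4; Schedule: 3 h, 37 °C; Technique: bottom-read fluorescence, 550/595 nm.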
PvdQ inh: P. aeruginosa PvdQ acylase inhibition. 340,000 compounds, 0.063% hits. inhibition, % at 10 µM. AID 488965. purified PvdQ acylase, fluorescence plate reader; in the data active means inhibition above about 30%, passing the limit was not always enough;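 further: 0% = vehicle neutral wells and 100% = reference inhibitor wells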
dFosB act: enhances mouse delta FosB homodimer DNA binding. P13346. purified delta FosB, TAMRA-CDK5 oligo fluorescence polarization; percent of positive-control signal above neutral wells. activation, % at 25 µM. 340,000 compounds, 0.99% hits;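 active means mean activation above about 17%, with every replicate also reaching it, limit read from the data, passing the limit was not always enough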;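 further: fluorescence polarization rise as delta FosB binds a TAMRA Cdk5 AP-1 oligo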
SR-BI HDL uptake: mouse SR-BI HDL lipid transfer inhibition; ldlA[mSR-BI] CHO cells, DiI-HDL uptake fluorescence, 3 h; inhibition, % at 12.5 µM; 320,000 compounds, 0.96% hits;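 active means mean replicate inhibition of at least 70% and a set share of replicates each scoring 70 or more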;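 further: 0% = median of neutral control wells and 100% = median of positive control wells; values of inactives mirror those of a sister screen read the other way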
MITF TRPM1 HTS: MITF TRPM1 promoter activation in melanoma cells; SK-MEL-5 TRPM1-promoter luciferase, 24 h; % of positive control, neutral wells = 0; activation, % at 12.5 µM; 300,000 compounds, 0.75% hits;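 active means mean activation of at least 80% with every replicate also reaching 80%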;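 further: 0% = neutral control wells and 100% = parthenolide positive control wells; values of inactives mirror those of a sister screen read the other way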
CDK5 inh: blocks human CDK5/p35 kinase activity; Q00535+Q15078; Recombinant CDK5/p35, ADP-Glo luminescence, 60 min; inhibition, % at 10 µM; 330,000 compounds, 0.01% hits;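 active means highest replicate inhibition of at least 50% and at least 75% of replicates reaching 50%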;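 further: plate controls were DMSO neutral control for no effect and GW8510 at 10 µM for full effect; many of its hits are not listed in these tables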
Target sequence (Q00535 whole entry, looked up): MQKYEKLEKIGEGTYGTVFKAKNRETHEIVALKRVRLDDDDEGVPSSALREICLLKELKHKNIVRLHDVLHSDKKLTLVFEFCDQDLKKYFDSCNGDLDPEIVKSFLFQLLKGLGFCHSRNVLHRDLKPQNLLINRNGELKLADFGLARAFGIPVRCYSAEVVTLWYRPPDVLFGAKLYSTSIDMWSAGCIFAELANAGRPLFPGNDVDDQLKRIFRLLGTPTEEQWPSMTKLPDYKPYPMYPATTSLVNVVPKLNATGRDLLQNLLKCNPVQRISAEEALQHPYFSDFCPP
Target sequence (Q15078 whole entry, looked up): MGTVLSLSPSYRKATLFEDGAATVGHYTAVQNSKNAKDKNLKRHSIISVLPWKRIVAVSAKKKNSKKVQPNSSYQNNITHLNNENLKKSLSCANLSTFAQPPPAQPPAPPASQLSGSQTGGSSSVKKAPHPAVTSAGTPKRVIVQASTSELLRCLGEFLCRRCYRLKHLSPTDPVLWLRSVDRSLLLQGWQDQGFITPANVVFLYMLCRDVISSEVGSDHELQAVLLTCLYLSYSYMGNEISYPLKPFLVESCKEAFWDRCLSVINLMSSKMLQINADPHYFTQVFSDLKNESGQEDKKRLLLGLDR
Rtt109 Vps75: inhibitors of Candida albicans Rtt109/Vps75 histone acetyltransferase | Q5AAJ8 | inhibition, % at 34.9 µM | AID 540336 | 330,000 compounds, 0.16% hits | purified Rtt109/Vps75, ThioGlo CoA-SH fluorescence, 4 h;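 active means inhibition of at least 50% in every replicate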
Target sequence (Q5AAJ8 whole entry, looked up): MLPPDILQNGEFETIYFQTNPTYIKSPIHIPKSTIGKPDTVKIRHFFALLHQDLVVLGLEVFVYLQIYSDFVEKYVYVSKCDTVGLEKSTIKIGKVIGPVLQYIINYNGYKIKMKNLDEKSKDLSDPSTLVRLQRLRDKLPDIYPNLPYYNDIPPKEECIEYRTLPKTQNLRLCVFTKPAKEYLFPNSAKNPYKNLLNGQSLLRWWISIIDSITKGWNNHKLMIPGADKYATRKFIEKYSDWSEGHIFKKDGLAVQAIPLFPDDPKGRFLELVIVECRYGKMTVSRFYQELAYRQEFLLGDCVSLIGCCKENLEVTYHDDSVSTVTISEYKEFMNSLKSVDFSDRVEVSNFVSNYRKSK
HTR5A ag: HTR5A agonism, opioid heterodimer counter-screen | P47898 | HTR5A agonist assay, luminescence, cell-based | activation, % at 9.3 µM | 340,000 compounds, 0.61% hits; in the data active means activation mostly above about 9.5%, no sharp cut-off; inactive means mostly below about 7.6%;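 further: 0% = cells with vehicle only and 100% = reference agonist; strong numbers were not always called active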
* marks the source's active call; other numbers are inactive results; . = no result given.

Sample of the layout:
SMILES	Wnt act	cardiac RTF act	SR-BI DiI-HDL act	PvdQ inh	dFosB act	SR-BI HDL uptake	MITF TRPM1 HTS	CDK5 inh	Rtt109 Vps75	HTR5A ag
O=C(NC1CCCC1)c1cc(S(=O)(=O)N2CCOCC2)c(Cl)cc1Cl	-3.6	5.0	13.2	-11.8	1.7	-13.2	-7.0	-2.7	-0.8	-1.2
CCCNC(=O)c1ccc(N2CCC3(CC2)CC(c2ccccc2)=NO3)c(NC(=O)c2cccc(C)c2)c1	-3.6	-3.9	-8.3	-13.5	1.2	8.3	-4.6	-1.5	-1.6	-2.8
CC(C)Cc1nnc(NC(=O)c2ccc([N+](=O)[O-])cc2)s1	.	3.9	11.6	-4.6	-6.3	-11.6	14.6	-0.5	6.6	2.9
CCOc1ccccc1C1NC(=O)CCC1[N+](=O)[O-] (configuration not stated)	0.3	5.3	-1.3	-7.4	8.8	1.3	-6.2	-0.9	-1.3	-2.4
CCN1CCN(c2cc(C)c3cc(NC(=S)NCCCN4CCc5ccccc5C4)ccc3n2)CC1	-4.6	-0.2	-13.9	-13.6	36.7*	13.9	-26.0	2.2	21.7	-0.3

All compounds of this part, previewed entries included:
SMILES	Wnt act	cardiac RTF act	SR-BI DiI-HDL act	PvdQ inh	dFosB act	SR-BI HDL uptake	MITF TRPM1 HTS	CDK5 inh	Rtt109 Vps75	HTR5A ag
O=C(NC1CCCC1)c1cc(S(=O)(=O)N2CCOCC2)c(Cl)cc1Cl	-3.6	5.0	13.2	-11.8	1.7	-13.2	-7.0	-2.7	-0.8	-1.2
CCCNC(=O)c1ccc(N2CCC3(CC2)CC(c2ccccc2)=NO3)c(NC(=O)c2cccc(C)c2)c1	-3.6	-3.9	-8.3	-13.5	1.2	8.3	-4.6	-1.5	-1.6	-2.8
CC(C)Cc1nnc(NC(=O)c2ccc([N+](=O)[O-])cc2)s1	.	3.9	11.6	-4.6	-6.3	-11.6	14.6	-0.5	6.6	2.9
CCOc1ccccc1C1NC(=O)CCC1[N+](=O)[O-] (configuration not stated)	0.3	5.3	-1.3	-7.4	8.8	1.3	-6.2	-0.9	-1.3	-2.4
CCN1CCN(c2cc(C)c3cc(NC(=S)NCCCN4CCc5ccccc5C4)ccc3n2)CC1	-4.6	-0.2	-13.9	-13.6	36.7*	13.9	-26.0	2.2	21.7	-0.3
CCOc1ccc(NC(=O)CN(C)C(=O)c2cc(-c3ccncc3)nc3ccccc23)cc1OCC	0.1	-13.1	-20.1	-13.3	-9.8	20.1	-11.6	2.7	4.9	-3.5
COc1ccc(-c2cn3c(C)c(C(=O)N4CCN(c5ccccc5F)CC4)sc3n2)cc1	0.5	3.4	-48.4	-11.9	0.2	48.4	-5.2	1.5	14.2	2.9
COc1ccc(-c2cc(C(F)(F)F)n3ncc(C(=O)N4CCCCC4c4cccnc4)c3n2)cc1 (configuration not stated)	-2.9	0.0	-27.8	8.9	-6.1	27.8	9.5	1.2	-13.8	6.6
Cc1ccc(S(=O)(=O)N2CCN(C(=O)COc3ccc(C)nc3[N+](=O)[O-])CC2)c(C)c1	2.0	-1.2	-19.2	-4.1	-10.5	19.2	-1.4	-2.1	4.8	-10.4
CSc1nccc(Nc2ccccc2)c1C#N	-1.2	-0.5	-0.8	5.7	1.8	0.8	15.6	-0.7	-5.1	-2.4
O=C(CC(c1ccc(F)cc1)c1ccco1)N1CCOCC1 (configuration not stated)	1.3	-4.5	30.2	4.4	1.6	-30.2	-8.8	0.1	-6.8	6.0
COc1ccc(OC)c(S(=O)(=O)N2CCC(C(=O)NCc3ccccn3)CC2)c1	-0.7	23.9	.	-2.2	5.0	.	-15.4	0.2	-1.7	-0.2
CN1CCN(c2nc3ccccn3c(=O)c2C=O)CC1	.	-5.0	13.2	-5.3	4.4	-13.2	.	1.7	2.0	1.7
O=C(Nc1cccc(OCC(=O)N2CCOCC2)c1)c1cccc([N+](=O)[O-])c1	-0.1	6.4	-4.8	-9.4	0.9	4.8	2.8	-0.7	-5.5	-1.1
Cc1ccc(S(=O)(=O)N2[C@@H](c3ccc(Br)cc3)C(C(=O)O)=CC[C@H]2c2ccc(Cl)c(Cl)c2)cc1	-1.2	-5.8	-25.9	-1.1	-23.2	25.9	8.3	-2.1	-0.6	2.7
CCCCCCCCCOC1OC(CO)C(O)C(O)C1NC(C)=O (configuration not stated)	-1.7	5.7	5.6	-6.9	-7.0	-5.6	2.1	-5.0	-2.5	0.0
Cc1ccc(OC(=O)C23CC4CC(CC(C4)C2)C3)c(C)n1	1.6	-3.5	-4.8	3.1	-5.3	4.8	3.0	-4.7	15.1	-3.8
O=C(O)c1ccc2c(c1)OCCCO2	14.0	-2.6	3.6	-8.8	-0.6	-3.6	1.6	-2.7	-3.2	-1.2
CCC(NC(=O)NNC(=O)c1ccncc1)(C(F)(F)F)C(F)(F)F	5.6	-9.1	8.8	3.0	6.3	-8.8	-6.1	2.3	-11.2	-4.0
COC(=O)c1c(C(=O)OC)c(-c2ccc(F)cc2)n2c1CS(=O)C2 (configuration not stated)	-0.9	4.1	21.7	6.8	-2.3	-21.7	-9.8	-0.8	-3.8	2.5
CCCc1cc(C(=O)NNC(=S)NC(C)c2ccccc2)cs1 (configuration not stated)	-4.5	8.8	5.8	-11.1	-4.8	-5.8	-13.3	0.6	-6.0	-2.4
O=C(OC(C(=O)O)C(OC(=O)c1ccccc1)C(=O)NCc1ccccc1)c1ccccc1 (configuration not stated)	5.0	-8.5	19.7	-2.0	1.7	-19.7	3.9	0.5	2.8	-1.3
COc1ccc(-c2csc(NC(=O)CSc3ncn[nH]3)n2)cc1OC	-0.9	1.9	-14.9	-21.8	-2.1	14.9	-3.7	0.4	6.1	-2.2
CCCNS(=O)(=O)c1ccc(CCC(=O)NCC2CCCO2)cc1 (configuration not stated)	.	9.2	-7.2	2.3	0.7	7.2	.	1.4	1.1	0.8
O=c1cc(CO)occ1OCc1ccccc1	7.2	1.0	10.4	7.0	5.8	-10.4	3.9	-1.0	-3.7	6.4
CCc1nc2ccccc2n(CCOCCOCCn2c(=O)c(CC)nc3ccccc32)c1=O	.	-0.2	-12.9	-11.0	-13.2	12.9	3.6	0.9	9.0	0.3
COc1cc(C(=O)c2cocc2C(=O)c2ccc3c(c2)OCO3)cc(OC)c1OC	-4.3	1.8	2.0	-11.4	-0.8	-2.0	-7.7	1.4	-1.7	2.3
CCOc1ccc(NC(=O)CN(C)C(=O)c2ccccc2SCc2c(C)noc2C)cc1OCC	2.0	-5.5	-52.8	-10.8	5.3	52.8	-13.9	1.9	-4.4	-1.7
COCCN1C=C(C(=O)OC)C(c2ccc(OC)c(OC)c2)C(C(=O)OC)=C1	.	1.3	8.4	-12.5	-0.8	-8.4	-2.5	-0.2	.	0.2
COc1ccc(NC(=O)c2ccc(OC)c(S(=O)(=O)N3CCCCC3C)c2)cn1 (configuration not stated)	1.2	-6.3	-14.6	-6.2	-12.8	14.6	3.1	0.2	2.0	3.8
O=C(O)CSc1nnc(COc2ccc(Br)cc2)n1-c1ccccc1	0.2	-4.1	8.0	-1.0	-2.5	-8.0	7.1	0.9	0.5	-0.1
COc1ccc(OC)c2sc(N3CCN(c4ccccc4)CC3)nc12	.	-3.2	-19.4	0.9	-13.7	19.4	2.8	1.7	-2.8	7.3
COC(=O)NCc1cccc(CNC(=O)OC)c1	.	0.8	47.2	4.9	-5.3	-47.2	-15.0	0.5	-3.7	0.8
Cc1cc(-c2ccccc2)n(-c2cc(N/N=C/c3ccccc3O)ncn2)n1	.	-10.4	-17.1	1.2	-2.5	17.1	-48.6	-1.0	.	-0.9
O=C(NCc1ccco1)C1CC(c2cccc([N+](=O)[O-])c2)=NO1 (configuration not stated)	-3.0	1.4	10.6	10.9	-3.9	-10.6	-4.8	0.1	6.3	-0.1
Cc1noc(C)c1-c1nnc(-c2ccc(C(F)(F)F)cc2)o1	9.7	7.3	5.1	6.8	-6.6	-5.1	-1.7	0.1	1.5	3.2
NNc1nc2c(Cl)cccc2s1	1.7	-0.4	37.2	4.2	-1.3	-37.2	1.4	0.7	7.4	-0.8
FC(F)(F)c1cnc(Sc2nnc(-c3cccs3)n2CC2CCCO2)c(Cl)c1 (configuration not stated)	.	-3.1	-1.8	-8.5	-3.5	1.8	6.4	-0.9	3.9	0.8
CCc1c(C)c2cc(Cl)c(O)c(CN3CCCC3)c2oc1=O	0.7	3.0	-10.7	-39.5	-5.7	10.7	-11.5	-2.1	-1.5	1.8
O=c1[nH]c(C2CCN(S(=O)(=O)c3ccc(S(=O)(=O)NC4CC4)cc3)CC2)nc2c1nnn2Cc1ccc(F)cc1	-1.9	-2.5	3.5	-10.4	-7.6	-3.5	-17.9	0.8	-6.5	3.6
O=S(=O)(c1ccc(Cl)c(S(=O)(=O)N2CCCC2)c1)N1CCCC1	-0.4	4.8	14.0	-11.9	4.2	-14.0	-7.4	-5.8	-1.4	-2.0
O=C(CCN1C(=O)/C(=C/c2ccc3c(c2)OCO3)SC1=S)Nc1ccccc1	.	6.5	15.8	-12.2	-4.3	-15.8	12.7	-2.5	-7.0	1.5
CCN(CC)CCSc1nc2c([nH]1)c(=S)n(C)c(=O)n2C	0.4	-1.1	8.3	-9.8	-1.0	-8.3	-0.7	1.2	-9.3	-0.3
COC(CNC(=O)c1ccc(CS(=O)(=O)c2ccccc2)o1)OC	2.6	-2.6	19.2	-1.4	-3.4	-19.2	-6.8	0.8	1.8	2.9
O=C(CCc1ccccc1)Nc1cc2c(cc1C(=O)O)OCCCO2	-0.8	-2.9	9.2	-4.3	-3.4	-9.2	7.9	-0.2	-2.9	3.0
Cc1cc2cc(C#N)c(N3CCOCC3)nc2cc1Cl	0.6	-1.3	-10.2	-14.2	-13.0	10.2	14.1	0.3	1.6	1.7
COc1ccc(C(CCN2CCCCC2)c2c(O)cc(OC)cc2OC)cc1 (configuration not stated)	-2.5	10.6	20.6	-18.1	2.8	-20.6	16.8	-1.5	9.3	1.1
Nc1nc(=S)[nH]c2c1C1(CCCC1)Cc1ccccc1-2	-3.4	0.2	0.3	5.1	-3.0	-0.3	-3.6	0.8	16.7	2.5
CN(C)CCNC(=O)CNC(=S)N(CCCN1CCOCC1)Cc1cccs1	0.4	7.1	-14.4	-2.6	-1.7	14.4	4.0	-0.5	-1.3	-0.5
COc1ccc2c(c1)C(=O)N(Cc1ccccc1)C(=O)C2(C)C	-4.7	-6.0	.	1.6	3.1	.	-10.2	1.2	-0.2	-5.2
